FBPA coupling cs: inhibits coupling enzyme system, counter-screen for aldolase hits; hit rate 0.67% among 290,000; activity change, negative = inhibition, % at 58.2 µM, hits read low; coupling enzyme system counterscreen, AmpLite Red fluorescence; AID 2472; in the data active = activity change below about -30%; also: % is scaled to controls: 0 for no effect and ±100 for the full control effect
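Coupling enzymes only (glyceraldehyde-3-phosphate) + compound, at 57.5 uM final, 10 min RT; add substrate/coupling/AmpLite Red mix, 20 min RT; fluorescence ex 525/em 598 nm. Actives flag coupling-system interference.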
GALK inhibitor: galactokinase (human) inhibition; P51570; Purified GALK, Kinase-Glo residual ATP luminescence; Potency, µM (top dose mostly 57.5 µM), without a hit: at the highest dose activity change, negative = inhibition, usual class: inhibitors; hit rate 0.007% among 270,000; AID 1868; also: potency is read from the fitted curve at half-maximal effect; % is scaled to controls: 0 for no effect and ±100 for the full control effect
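Quantitative HTS: GALK 5 nM, ATP 35 uM, galactose 100 uM, 1 h room temperature, then luciferase-based ATP detection.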
hERG WT inh: inhibitors of human wildtype KCNH2 potassium channel; Q12809; hit rate 0.37% among 340,000; AID 720551; U2OS, BacMam KCNH2, thallium flux FluxOr; hits give low values; activity change, % at 1.84 µM;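 active = maximum activity change below -70%; inconclusive = maximum activity change between -70% and -50%; inactive = maximum activity change above -50%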; also: % is scaled to controls: 0 for no effect and ±100 for the full control effect
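U2OS cells were transduced with wild-type KCNH2 virus (2.03 x 10^8 / mL) for 4 h at room temperature, then cultured overnight at 37 C. Thallium flux was read with FluxOr dye. Rate constants were normalized to DMSO controls.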
TRPV1 ag: agonists of human vanilloid receptor 1 (TRPV1); activation, % at 8.33 µM; Q8NER1; TRPV1-expressing cells, Fluo-8 calcium influx, agonist mode; hit rate 0.19% among 320,000; in the data active = activation above about 80%; inconclusive = between about 30% and that limit; also: 0% is about no effect
Target sequence (Q8NER1 whole entry, looked up): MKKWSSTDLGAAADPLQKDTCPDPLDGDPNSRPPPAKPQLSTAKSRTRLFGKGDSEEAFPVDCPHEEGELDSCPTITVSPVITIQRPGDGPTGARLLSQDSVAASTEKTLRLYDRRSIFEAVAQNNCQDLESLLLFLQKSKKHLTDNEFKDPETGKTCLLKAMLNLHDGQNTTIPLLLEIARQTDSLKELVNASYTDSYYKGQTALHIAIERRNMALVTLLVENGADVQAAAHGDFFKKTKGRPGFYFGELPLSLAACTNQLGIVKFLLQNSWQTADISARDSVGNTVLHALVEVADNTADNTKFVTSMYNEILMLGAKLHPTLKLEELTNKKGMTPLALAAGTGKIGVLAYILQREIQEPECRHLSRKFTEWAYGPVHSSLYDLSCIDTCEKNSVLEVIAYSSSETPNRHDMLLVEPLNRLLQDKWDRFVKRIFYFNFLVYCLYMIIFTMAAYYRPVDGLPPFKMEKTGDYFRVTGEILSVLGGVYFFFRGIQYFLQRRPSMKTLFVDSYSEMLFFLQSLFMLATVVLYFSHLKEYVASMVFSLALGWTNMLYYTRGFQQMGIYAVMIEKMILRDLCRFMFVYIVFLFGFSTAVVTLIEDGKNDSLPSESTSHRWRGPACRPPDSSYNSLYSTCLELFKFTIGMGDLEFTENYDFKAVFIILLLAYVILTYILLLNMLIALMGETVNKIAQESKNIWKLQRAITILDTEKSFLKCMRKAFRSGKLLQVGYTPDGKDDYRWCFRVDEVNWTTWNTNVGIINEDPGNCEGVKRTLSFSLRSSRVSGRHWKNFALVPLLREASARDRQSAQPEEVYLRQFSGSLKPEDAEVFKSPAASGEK
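Fluo-8 calcium influx in TRPV1-expressing cells, kinetic read (ex 480/em 520 nm). Compound added and read 3 min for agonist activity, followed by capsaicin at EC20 final and 2 min further read for enhancement.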
MLL CXXC-DNA inh: blocks binding of human MLL CXXC domain to DNA; Potency, µM (titrated, usually from 115 µM), for the others: top-dose activity change, negative = inhibition, usual class: inhibitors; MLL-CXXC / FITC-HOXA9 DNA fluorescence polarization; AID 2662; hit rate 0.037% among 290,000; active = well fitted inhibition curve with a large enough effect in the polarisation, with a control signal flat, not every such curve was filed as active; inconclusive = small, poorly fitted or top-dose-only effect, or effect the other way, or a change in a side signal; inactive = no such curve, though single readings can be large or run the other way; the % refers to the polarisation; also: potency is read from the fitted curve at half-maximal effect
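Purified MLL-CXXC (added from a 7 uM solution) was preincubated 5 min at ambient with pinned compounds in 50 mM Tris-HCl pH 7.5, 50 mM NaCl, 1 mM DTT, 0.05% BSA. Fluorescein-labeled HOX-A9 DNA (50 nM solution) followed, 30 min, then polarization read.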
KCNH2 3.1 block: blocks the human KCNH2 3.1 channel isoform. hit rate 0.95% among 340,000. U2OS KCNH2 3.1, thallium flux FluxOr; hits give low values. activity change, % (tested at about 1.8 µM);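 active = maximum activity change below -70%; inconclusive = maximum activity change from -70% to -50%; inactive = maximum activity change above -50%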;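 also: thallium influx rate constant from kinetic fluorescence after stimulation buffer; % is scaled to controls: 0 for no effect and ±100 for the full control effect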
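U2OS cells transduced with KCNH2 3.1 mutant virus (1.77 x 10^8 /mL, 4 h), plated overnight at 37 C, loaded 45 min with FluxOr dye plus Red40 quencher. Thallium flux rate constant from kinetic reads after stimulation buffer, normalised to controls.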
Giardia kill: kills Giardia lamblia | Giardia lamblia trophozoite viability | activity change, % at 7.66 µM, hits read low | hit rate 0.15% among 340,000 | AID 540267; in the data active = activity change below about -80%; inconclusive = between about -30% and that limit;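 also: parasites exposed to compound for two days anaerobically before the ATP read; % is scaled to controls: 0 for no effect and ±100 for the full control effect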
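Trophozoites 100 cells/well + cpd; 48 hrs, 37 deg C, anaerobic. ATPLite 1-Step added, 15-30 min RT, luminescence read (ATP-based viability).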
Menin MLL FP TR: menin-MLL binding inhibition, Texas Red mutant peptide. Menin + Texas Red MLL mutant peptide, fluorescence polarization. Potency, µM (series often up to 61.6 µM), without a hit: top-dose FP activity change, negative = inhibition, usual class: inhibitors. hit rate 0.23% among 270,000. AID 1768; active = well fitted inhibition curve with a large enough effect in the polarisation, with a control signal flat, not every such curve was filed as active; inconclusive = small, poorly fitted or top-dose-only effect, or effect the other way, or a change in a side signal; inactive = no such curve, though single readings can be large or run the other way; the % refers to the polarisation; also: potency is read from the fitted curve at half-maximal effect; % of control where 0% means no effect; many of its hits are not listed in these tables
USP2a inh: inhibitors of human ubiquitin-specific protease USP2a. hit rate 0.01% among 330,000. O75604. Potency, µM (titrated, usually from 38.3 µM), without a hit: top-dose activity change, negative = inhibition, hits mostly inhibitors. USP2 core, Ub-CHOP2 coupled fluorogenic reporter, 485/531;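 also: potency is read from the fitted curve at half-maximal effect; plate controls were DMSO wells for no effect and full inhibition by NEM control for full effect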
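Cell-free coupled assay: 10nM USP2 core preincubated 30min RT with compound in Tris-HCl pH 8.0/CaCl2/CHAPS buffer, then 25nM Ub-CHOP2 and 25nM reporter substrate; fluorescence (Ex 485/Em 531) read after 60min RT, normalized to NEM inhibition, concentration-response curves fitted.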
PKM2 activator: increases activity of human pyruvate kinase M2. P14618. purified PKM2, Kinase-Glo ATP luminescence, activation; response scale: 0% is enzyme alone, no compound. Potency, µM (doses to about 57.5 µM), without a hit: top-dose activation, hits mostly activators. hit rate 0.34% among 260,000. AID 1631; also: potency is read from the fitted curve at half-maximal effect; % is scaled to controls: 0 for no effect and ±100 for the full control effect; nearly all actives have a fitted effect of over 55% in size
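ATP formation by purified human PK-M2, quantified via coupled luciferase luminescence after 1 h at room temperature with 0.1 mM ADP and 0.5 mM PEP final.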
B2AR arrestin: agonists driving beta-arrestin recruitment to human beta2-adrenergic receptor; P07550; beta-arrestin recruitment to beta2AR, cell-based reporter; Potency, µM (top dose mostly 46.1 µM), for the others: at the top dose activation, actives largely listed as activators; hit rate 0.02% among 330,000; AID 492947;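 also: potency is read from the fitted curve at half-maximal effect; 0% = DMSO controls and full agonism = EC100 isoproterenol or metaproterenol; nearly all actives have a fitted effect of over 65% in size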
Numbers without * were called inactive; ? = inconclusive; . = no result given. Unless noted, calls follow the shape of the dose curve; as a rule, active = well fitted curve in the direction sought with a large enough effect; inconclusive = small, poorly fitted or top-dose-only effect, or another doubt; inactive = no such curve, though single readings can be large; an effect the other way counts as inactive or inconclusive. Not all compounds are listed; the hit share may differ from the screen's.

SMILES	FBPA coupling cs	GALK inhibitor	hERG WT inh	TRPV1 ag	MLL CXXC-DNA inh	KCNH2 3.1 block	Giardia kill	Menin MLL FP TR	USP2a inh	PKM2 activator	B2AR arrestin
COc1ccc(C(=O)OC/C(O)=C(\C#N)c2nc3ccccc3[nH]2)cc1S(=O)(=O)N1CCOCC1	1	0%	14	0	24%	13	12	8%	2%	-4%	-0.7%
CCC(C)/C(C)=N/NC(=O)CNS(=O)(=O)c1ccc([N+](=O)[O-])cc1 (stereo not given)	-3	0%	-6	-1	-4%	3	5	14%	0%	-4%	2.5%
CCCC1C2C(=O)N(c3cccc(C)c3)C(=O)C2ON1c1ccccc1 (stereo not given)	-1	6%	16	22	-9%	2	-3	.	-1%	-1%	-1.0%
COC(=O)C1=C(CSc2nccn2C)NC(=O)NC1c1cc(C)ccc1C (stereo not given)	-1	-1%	-1	-2	4%	2	12	?	3%	-1%	-0.1%
Cc1cc(C)cc(N2C(=O)CN(Cc3sccc3C)C2=S)c1	0	0%	-15	?	6%	-11	-19	-3%	-1%	-5%	-1.0%
CC(O)C(=O)N/N=C/c1ccccc1C(=O)O (stereo not given)	-1	4%	13	0	11%	-5	-7	-17%	0%	2%	-1.1%
CSc1nccn1CC(=O)Nc1ccc(F)cc1	0	-2%	-9	1	-2%	-1	18	10%	1%	0%	-0.8%
CC(C)NS(=O)(=O)c1ccc(NC(=O)C(C)OC(=O)CCC2CCCCC2)cc1 (stereo not given)	.	.	-11	8	.	-1	8	.	4%	.	-2.2%
CCOC(=O)c1cc(-c2ccccc2)sc1NC(=O)C(C)Sc1nnc(N)s1 (stereo not given)	0	0%	5	-2	20%	27	-13	12%	-12%	3%	-0.1%
COc1ccc(/C=C(/NC(=O)c2ccccc2Cl)C(=O)NCCCC(=O)O)cc1	4	0%	.	0	-11%	2	1	-2%	4%	-2%	-0.2%
N#Cc1nc(-c2ccccc2)oc1N1CCN(C(=O)c2ccco2)CC1	.	-9%	-1	7	2%	-47	-5	.	-2%	1%	-0.5%
COc1ccc(CNC(=O)C(C)Sc2nc3ccccc3c(=O)n2CCCN2CCOCC2)cc1 (stereo not given)	0	8%	-24	1	4%	0	-2	0%	-1%	-1%	-0.2%
O=C(CCc1ccc(S(=O)(=O)NCCc2ccccc2)cc1)Nc1ccc2c(c1)OCO2	-1	-3%	-5	1	4%	1	-3	.	0%	0%	0.2%
COc1ccc(OC)c(S(=O)(=O)N2CCC(C(=O)Nc3cccc(C)c3C)CC2)c1	1	3%	-10	-3	3%	19	-1	1%	-2%	5%	0.3%
S=C(NCC1CCCO1)Nc1ccc(Cl)cc1Cl (stereo not given)	2	3%	-19	19	-8%	12	-2	0%	2%	-4%	-0.4%
CCNC(=O)CC1C(=O)N(c2cccc(OC)c2)C(=O)N1CCOC (stereo not given)	-2	1%	-10	-1	1%	-28	4	2%	1%	-6%	0.5%
CCN(CC)S(=O)(=O)c1cccc(N=Nc2c(O)c3ccccc3oc2=O)c1	6	3%	-16	23	-2%	2	?	.	2%	5%	-0.3%
O=c1c2c(ncn2C2CCCC2)n(Cc2ccccc2)c(=O)n1CCOc1ccc(Br)cc1	-2	0%	2	3	8%	-15	5	-9%	-10%	0%	-0.9%
Cc1cc(C)cc(SCc2noc(C(=O)NC(C)C)c2C(=O)NC(C)C)c1	0	.	0	5	7%	1	17	-10%	0%	3%	0.1%
O=C(Cc1ccccc1[N+](=O)[O-])OCN1C(=O)c2ccccc2C1=O	.	-5%	-9	3	2%	-44	-23	.	1%	18%	0.5%
Cc1csc(SCC(=O)Nc2ccc(Cl)cn2)n1	2	2%	10	7	-5%	-4	1	8%	2%	0%	0.2%
Cc1cc(C)c(C(=O)CN2C(=O)NC3(CCCCC3)C2=O)cc1C	2	-1%	-3	2	-2%	2	-13	-18%	4%	-8%	-0.7%
CC(C(=O)N1CCCCC1)N(C)CC(=O)Nc1ccc(Cl)cc1 (stereo not given)	0	1%	.	8	9%	7	16	0%	4%	-1%	-1.1%
COc1ccccc1-n1c(SCC(=O)O)nc2sc3c(c2c1=O)CCC3	2	-6%	1	.	-7%	3	-11	.	3%	0%	0.0%
CCCc1nc(NCCCOCC)c2nnn(Cc3ccccc3)c2n1	0	0%	-23	22	0%	3	1	0%	1%	-1%	-2.4%

Further structures follow:
SMILES	FBPA coupling cs	GALK inhibitor	hERG WT inh	TRPV1 ag	MLL CXXC-DNA inh	KCNH2 3.1 block	Giardia kill	Menin MLL FP TR	USP2a inh	PKM2 activator	B2AR arrestin
CC(C)c1ccc(/C=C/C(=O)NC(=S)Nc2ccc(CN3CCOCC3)cc2)cc1	-3	-2%	5	3	13%	-2	-5	-1%	1%	3%	-0.4%
COc1cc(NS(=O)(=O)c2c(C)[nH]c(C)c2C(=O)N2CCCC2)cc(OC)c1OC	.	-1%	-10	0	16%	14	-16	.	1%	.	0.0%
Cc1oc(-c2ccccc2F)nc1CS(=O)(=O)CC(=O)NCCCc1ccccc1	0	-3%	2	15	0%	1	-18	-10%	1%	0%	-0.8%
COc1cccc(C2C(C(=O)NCc3ccccc3)=C(C)Nc3ncnn32)c1 (stereo not given)	3	3%	2	3	-7%	-1	8	10%	3%	-1%	0.1%
COc1ccc(S(=O)(=O)NC2CC(C)(C)NC(C)(C)C2)c(C)c1C	-2	0%	.	2	-6%	.	.	7%	0%	-5%	-0.5%
COC(=O)c1cc2n(n1)CCN(Cc1cccc(OC)c1)C2=O	0	3%	-1	7	-4%	-6	17	-6%	-1%	20µM*	-0.3%
COc1ccccc1N1CCN(CC(O)COc2ccc(S(=O)(=O)N3CCOCC3)cc2)CC1 (stereo not given)	5	3%	-8	-4	-10%	2	-14	-2%	0%	6%	0.1%
COC(=O)N/N=C(\C)c1ccc(OC(F)F)cc1	0	-1%	12	-2	9%	-17	-12	1%	-1%	-13%	0.0%
Cc1cc(S(=O)(=O)Nc2cccnc2)c(C)s1	1	-1%	3	-6	-10%	-72*	-1	-10%	0%	-1%	0.2%
CCSc1nnc(NC(=O)c2cccc(OCc3c(C)noc3C)c2)s1	2	-4%	2	?	4%	-11	1	24%	-9%	-9%	0.3%
CCCNC(=S)N1CCCC(c2nc3ccccc3[nH]2)C1 (stereo not given)	1	-3%	-6	2	4%	-13	25	0%	4%	-6%	0.0%
Cc1c(NC(=S)NC(=O)c2ccco2)cccc1-c1nc2ncccc2o1	-9	2%	2	0	-4%	18	-14	-8%	2%	1%	0.0%
CC(C)(C)c1[nH]nc2c1C(c1ccccc1OC(=O)N1CCOCC1)C(C#N)=C(N)O2 (stereo not given)	-12	0%	2	2	0%	-14	12	-6%	3%	-8%	-0.7%
Cc1nn(C)c(C)c1S(=O)(=O)N1CCCC(C(=O)NC2CCCCCC2)C1 (stereo not given)	2	-4%	-11	-2	9%	7	-20	0%	4%	2%	0.1%
COc1cc(/C=N/NC(=O)c2ccc(C)nc2)cc([N+](=O)[O-])c1O	0	9%	-4	1	-9%	1	-2	?	-1%	-11%	-0.1%
CCCCNC(=O)CCCN1C(=O)c2cccnc2Sc2ccccc21	2	.	5	-1	3%	1	-14	1%	0%	.	-0.6%
COc1ccc(CCN2C(=O)c3cccc4c(C(=O)N5CCCCC5)ccc(c34)C2=O)cc1OC	-1	2%	8	-1	13%	-9	12	-14%	-4%	-2%	-0.3%
CC1CCN(C(=O)/C(=C\c2cccs2)NC(=O)c2ccccc2)CC1	11	-2%	0	-1	21%	-8	3	?	3%	3%	-0.2%
CCCC(C)NC(=O)c1ccc(C2SCC(=O)N2Cc2ccco2)cc1 (stereo not given)	-2	-4%	4	2	3%	3	9	.	6%	0%	0.1%
N=C1/C(=C/c2cccn2CCOc2ccccc2)C(=O)N=C2SC=C(c3ccccc3)N12	-9	1%	40	1	5%	2	17	?	-8%	0%	-0.2%
Cc1cc(Cl)ccc1OCC(=O)OCC(=O)N1CCC(C(N)=O)CC1	.	.	-10	2	.	5	-12	.	1%	.	0.3%
CC(C)(C)NC(=O)Cn1c(=O)c(=O)n(Cc2ccccc2)c2ccc(Cl)cc21	1	-2%	-5	0	-2%	0	6	-12%	0%	3%	-0.5%
Cc1ccsc1C(=O)NNC(=O)Nc1ccc(Cl)c(Cl)c1	-1	0%	3	0	2%	14	-2	-6%	0%	-4%	-0.1%
